Screens deposited in PubChem by Emory University Molecular Libraries Screening Center.
14-3-3g Raf – 14-3-3 gamma protein interaction modulation | P61981 | FP, 14-3-3gamma / TMR-pS259-Raf peptide binding | inhibition, % at 40 µM | 0.19% of 160,000 active | AID 422; in the data active means inhibition above about 30%;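 further: 0% = protein plus tracer without compound and 100% = blank with tracer alone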
Target sequence (P61981 whole entry, looked up): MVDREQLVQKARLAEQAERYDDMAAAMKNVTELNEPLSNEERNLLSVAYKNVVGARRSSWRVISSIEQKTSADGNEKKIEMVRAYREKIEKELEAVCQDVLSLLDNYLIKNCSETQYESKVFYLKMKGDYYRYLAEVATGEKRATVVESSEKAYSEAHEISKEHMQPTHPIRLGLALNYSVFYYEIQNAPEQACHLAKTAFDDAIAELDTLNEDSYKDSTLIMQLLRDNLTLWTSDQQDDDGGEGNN
Numbers without * were called inactive; & = joins results of further samples. Only part of the results is shown (hit frequency here may not be typical).

no. | canonical_smiles | 14-3-3g Raf
1 | CCc1ccc2oc(-c3cc(N=Cc4cccc(OC)c4O)ccc3O)nc2c1 | -15&-15
2 | CC1CCC2(CC1)SCC(=O)N2c1cccc(C(F)(F)F)c1 (stereo unspecified) | 9
3 | Cc1noc(/C=C/c2ccco2)c1S(=O)(=O)N1CCC(C(=O)N2c3ccccc3CC2C)CC1 (stereo unspecified) | -45
4 | O=C(CCn1c(=S)oc2ccccc21)Nc1cccc(C(F)(F)F)c1 | -5
5 | CCN1CCN(C(=O)c2sc3nc(C)nc(N4CCC(C)CC4)c3c2C)CC1 | -6&-7
6 | O=S1(=O)N=C(Nc2ccc(S(=O)(=O)N3CCCCC3)cc2)c2ccccc21 | -10
7 | CCC(=O)Nc1ccc2nc(SCC(=O)Nc3c(C)n(C)n(-c4ccccc4)c3=O)sc2c1 | -5
8 | COC(=O)c1ccc(CN2C(=O)CCC2=O)o1 | -2
9 | Cc1cccn2c(=O)c3cc(C(=O)N4c5ccccc5CC4C)n(C)c3nc12 (stereo unspecified) | 5
10 | COc1cccc(C(C(=O)NC(C)(C)C)N(C(=O)CCC(=O)Nc2cc(C)on2)C2CC2)c1OC (stereo unspecified) | -5
11 | NC(N)=NC(N)=NCCc1ccccc1 | -9
12 | COc1cccc(-n2c(SCC(=O)NCc3ccc(F)cc3)nc3c([nH]c4ccccc43)c2=O)c1 | -12
13 | CCn1c(COc2cccc(C)c2)nnc1SCC(=O)CC(=O)Nc1ccccc1OC | -16
14 | Cn1c(SCC(=O)Nc2ccccc2)nc(O)cc1=O | 3
15 | Cc1nc2scc(-c3ccco3)c2c(=O)n1/N=C/N(C)C | -18
16 | Cc1[nH]nc(SCC(=O)Nc2ccc(Br)cc2)c1[N+](=O)[O-] | -16
17 | CCCc1ccc(O)c(N=Cc2cc(Br)cc(OC)c2O)c1 | 85*
18 | CCCSc1nnc2c(n1)OC(c1ccccc1OC)Nc1ccccc1-2 (stereo unspecified) | 8
19 | Nc1c(C(=O)c2ccc(Br)s2)oc2ccccc12 | -1&2
20 | Cc1cc(C)c(C#N)c(SCC(=O)N2CCCCC2)n1 | -1&-8
21 | Clc1ccccc1OCCn1ccnc1 | -6
22 | COCCCN1C(=O)C(=O)/C(=C(/O)c2ccc(OC)cc2)C1c1cccc(OC)c1 (stereo unspecified) | -1
23 | CCOC(=O)C(C)(C)N(Cc1ccccc1C)S(=O)(=O)c1cccc([N+](=O)[O-])c1 | 2
24 | CN=C1SC(CC(N)=O)C(=O)N1C (stereo unspecified) | -1
25 | COc1ccc(NC(=O)CCN2C(=O)c3ccccc3C2=O)c(OC)c1 | -25
26 | N#Cc1c(N)nc2c(c1-c1cccc([N+](=O)[O-])c1)CCCCCC2 | -1
27 | COc1ccc(-c2nnc3sc(-c4ccc(Br)o4)nn23)cc1OC | -2
28 | CC12CC3(C)CC(C)(C1)CC(c1ccc(O)c(N=Cc4ccccc4O)c1)(C2)C3 | -8
29 | O=C(c1ccccc1Br)N1N=C2CCCCC2C1(O)C(F)(F)F (stereo unspecified) | -7
30 | Cc1ccc(S(=O)(=O)N2CCN(C(=O)CN3CCCC3)C2)cc1 | -1
31 | Cn1c(NCc2ccccc2Cl)nc2c1c(=O)n(Cc1cccc(Cl)c1)c(=O)n2C | -7
32 | O=C(O)c1cc(-c2ccccc2Cl)n[nH]1 | -5
33 | Cc1nnc(NC(=O)CSc2ccccc2)s1 | -2
34 | COc1ccc(C2C(C(=O)NC3CCCCCC3)c3ccccc3C(=O)N2C)cc1 (stereo unspecified) | -9
35 | O=C(c1ccc(CS(=O)(=O)c2ccc(Br)cc2)o1)N1CCN(C2CCCCC2)CC1 | 5
36 | COc1ccccc1NC(=O)c1c(NCc2cccnc2)sc2c1CCC2 | -245
37 | Cc1ccc(CNC(=O)C2CCCCC2C(=O)O)cc1 (stereo unspecified) | -3
38 | O=C(c1ccc2c(c1)OCCO2)C1CCN(S(=O)(=O)c2ccc(F)cc2)CC1 | -6
39 | COc1ccc2nc(NC(=O)C3CCCN(S(=O)(=O)c4cccc5nonc45)C3)sc2c1 (stereo unspecified) | -28
40 | C=C(C)CC1N(c2ccccc2F)C(=O)C2C(C(=O)O)C3C=CC21O3 (stereo unspecified) | 0
41 | C=C(C)c1cccc(C(C)(C)NC(=O)N2CCOCC2)c1 | 6
42 | O=C(NCCN1CCCC1)c1ccc2c(c1)N(Cc1ccc(F)cc1)C(=O)c1ccccc1S2=O (stereo unspecified) | -7
43 | CC(=Cc1nsc(Nc2ccc(Cl)cc2)n1)NCc1ccc2c(c1)OCO2 | -47
44 | Cc1cccc(NC(=O)CN2C(=O)COc3ccc(Cl)cc32)c1C | 2
45 | CC1CCCC(NC(=O)c2cc(S(=O)(=O)N3CCOCC3)ccc2F)C1C (stereo unspecified) | -4
46 | Cc1ccc(NC(=O)C2CCN(S(=O)(=O)c3cccs3)CC2)cc1C | -4
47 | CCCn1cnc2sc(C(=O)Nc3ccccc3)c(C)c2c1=O | -1
48 | COCCCNC(CC(=O)Nc1ccc(OC)cc1OC)C(=O)O (stereo unspecified) | -16
49 | COc1ccc(NC(C)=O)cc1C | 1
50 | Cc1ccccc1NS(=O)(=O)c1ccc(C2CNC(=O)C2)cc1 (stereo unspecified) | -5

Structures from the list above that contain a nitro group on carbon (3):
no. | canonical_smiles | 14-3-3g Raf
16 | Cc1[nH]nc(SCC(=O)Nc2ccc(Br)cc2)c1[N+](=O)[O-] | -16
23 | CCOC(=O)C(C)(C)N(Cc1ccccc1C)S(=O)(=O)c1cccc([N+](=O)[O-])c1 | 2
26 | N#Cc1c(N)nc2c(c1-c1cccc([N+](=O)[O-])c1)CCCCCC2 | -1

Following part:
no. | canonical_smiles | 14-3-3g Raf
51 | COc1ccc(N(CC(=O)NCc2ccco2)S(=O)(=O)c2ccc(OC)c(OC)c2)cc1 | -4
52 | O=c1cc(N2CCN(c3ccccc3)CC2)[nH]c(=O)n1C1CCCCC1 | 0
53 | COC(=O)c1ccc(C(=O)OC)c(NS(C)(=O)=O)c1 | -3
54 | Cc1cc(C)c(NC(=O)CSc2nccn2-c2ccccc2)c(C)c1 | 2
55 | Cc1ccc(C(=O)Nc2cc3cccc([N+](=O)[O-])c3oc2=O)cc1C | -8
56 | COc1ccc(OC)c(S(=O)(=O)Nc2ccccc2OC)c1 | -13
57 | Cc1cc(NC(=O)COc2ccc(Cl)cc2C)no1 | -4
58 | N#Cc1c(-n2ncnc2-c2ccc(Cl)cc2)sc2c1CCCCC2 | -11
59 | CCOC(=O)C1=C(C)Nc2nnnn2C1c1ccc(OCc2ccccc2)cc1 (stereo unspecified) | -2
60 | COc1ccc(C)cc1S(=O)(=O)Nc1cccnc1 | -4
61 | O=C(Nc1ccccc1[N+](=O)[O-])c1ccc(Br)cc1 | -3
62 | CCOC(=O)C(Cc1ccccc1)C(=O)NCc1ccc(Cl)cc1 (stereo unspecified) | 3
63 | OC(CN1C2=NCCN2c2ccccc21)c1ccc2c(c1)OCO2 (stereo unspecified) | -2
64 | CCSC1=N/C(=C\c2ccc(C(=O)O)cc2)C(=O)S1 | -5
65 | COC(=O)c1ccc(C2Nc3c(OC)ccc(C)c3C3C=CCC32)cc1 (stereo unspecified) | -115
66 | CC1CCCN(C(=O)c2cn(C)c(=O)c3c2c2ccccc2n3C)C1 (stereo unspecified) | 4
67 | CCS(=O)(=O)Nc1ccc(C2=NN(S(=O)(=O)c3ccc(C)cc3)C(c3ccc(F)cc3)C2)cc1 (stereo unspecified) | -339
68 | Cc1ccc2c(c1)C(c1ccccc1)N(C(=O)c1ccc(S(=O)(=O)N3CCCC3)cc1)CC(=O)N2 (stereo unspecified) | -5
69 | CCc1nc(Cl)c(C#N)c2c1CCCC2 | -2
70 | Cc1cc(C)c2c(CC(=O)Nc3nccs3)coc2c1 | -11
71 | Nc1cc(N)nc(SCCOc2ccccc2F)n1 | -2
72 | O=C1NC(Cc2c[nH]c3ccccc23)C(=O)N1CCOc1ccccc1 (stereo unspecified) | 0
73 | Cc1ccc(-c2nc3ccccc3s2)cc1NC(=O)c1ccccc1Cl | -22
74 | COc1ccc2cc(C#N)c(Nc3cccc(C(F)(F)F)c3)nc2c1 | 13
75 | CCOC(=O)c1[nH]c2ccccc2c1NC(=O)CC(C)C | 1

Entries by screen from above:
Nos. 54 to 63 in 14-3-3g Raf read 2, -8, -13, -4, -11, -2, -4, -3, 3, -2

Next entries follow:
no. | canonical_smiles | 14-3-3g Raf
76 | CCc1nc2ccccc2c(NC(=O)CN2CCC(C)CC2)c1C | -14
77 | Cc1sc2nc(Cc3ccccc3)nc(Nc3ccccc3F)c2c1C | 8
78 | O=C(O)c1ccc(CNC(=O)C2CC=CCC2C(=O)O)cc1 (stereo unspecified) | 0
79 | CCc1c(C(=O)Nc2ccc(S(=O)(=O)N3CCOCC3)cc2)csc1C | 8
80 | O=C(O)C1CCCCC1C(=O)Nc1nc(-c2cccc3ccccc23)cs1 (stereo unspecified) | -10
81 | Nc1nnc(-c2ccc(Cl)cc2)s1 | -7
82 | COC(=O)C(C)(Cc1ccccc1)CC1(C)CC(C)(C(=O)OC)OC1=O (stereo unspecified) | -3
83 | O=C(N1CCCCC1)C1(S(=O)(=O)c2ccc(Cl)cc2)CC1 | -5
84 | CCOc1ccc(NC(=O)c2cc3n(n2)C(C(F)(F)F)CC(c2ccc4c(c2)OCO4)N3)cc1 (stereo unspecified) | -1
85 | CC1CC(C)CN(S(=O)(=O)N2CCC(C(=O)NCc3ccco3)CC2)C1 (stereo unspecified) | -1
86 | O=C1C2CC=CCC2C(=O)N1c1ccc(N2CCC(O)(c3cccc(C(F)(F)F)c3)CC2)c([N+](=O)[O-])c1 (stereo unspecified) | 1
87 | Cc1ccc(S(=O)(=O)N2CCC(C(N)=O)CC2)cc1C | -7
88 | Cn1c(CN2CCCC2)nc2cc(NC(=O)c3ccco3)ccc21 | 5
89 | Fc1ccc(-c2nc(-c3ccccc3)c3ccccn23)cc1 | -216
90 | Cc1csc(NC(=O)c2ccc(Cn3nc(C)c(Br)c3C)o2)n1 | -17
91 | O=S(=O)(NCCOCC(F)(F)C(F)F)c1ccc2oc3ccccc3c2c1 | 5
92 | Cc1c(NS(=O)(=O)c2ccc3c(c2)CCN3C(=O)C2CC2)c(=O)n(-c2ccccc2)n1C | 5&-13
93 | O=C(c1cccc(Cl)c1)n1cnc2ccccc21 | 0
94 | Cc1ccc(C)c(NC(=O)C(C)N(c2ccccc2)S(C)(=O)=O)c1 (stereo unspecified) | 0
95 | CCOc1ccc(-c2nc3cc(NC(=O)c4ccccc4OC)ccc3o2)cc1 | -36
96 | Cc1cc(I)cc(C=Nc2ccc3c(c2)Cc2ccccc2-3)c1O | -34
97 | CC1CCN(CC(O)CN2c3ccccc3Sc3ccccc32)CC1 (stereo unspecified) | -2
98 | Cc1ccccc1NS(=O)(=O)c1ccc2[nH]cc(C(=O)NC(C)c3ccccc3)c(=O)c2c1 (stereo unspecified) | -33
99 | O=C(Nc1c(C(=O)Nc2ccccc2)cnn1-c1ccccc1)c1ccco1 | 2
100 | CCOC(=O)c1ccc(-n2cc(-c3ccc(OCC)cc3)[nH]c2=S)cc1 | -325

Four compounds out of the list, ordered by length of the SMILES, ascending.
no. | canonical_smiles | 14-3-3g Raf
93 | O=C(c1cccc(Cl)c1)n1cnc2ccccc21 | 0
87 | Cc1ccc(S(=O)(=O)N2CCC(C(N)=O)CC2)cc1C | -7
96 | Cc1cc(I)cc(C=Nc2ccc3c(c2)Cc2ccccc2-3)c1O | -34
91 | O=S(=O)(NCCOCC(F)(F)C(F)F)c1ccc2oc3ccccc3c2c1 | 5

(more compounds)
no. | canonical_smiles | 14-3-3g Raf
101 | CC1(C)CC(=O)c2cc(OCC(=O)N3CCc4ccccc4C3)ccc2O1 | -8
102 | COc1ccc(C)cc1N(CC(=O)Nc1c(C)n(C)n(-c2ccccc2)c1=O)S(C)(=O)=O | 1
103 | Cc1c2c(nc3c(C(=O)NC4CCCCCC4)cnn13)CCCC2 | 0
104 | Cc1ccc(S(=O)(=O)N(C)CC(=O)Nc2cccc(C)n2)cc1 | -6
105 | CCCCNc1cc(C)oc(=O)c1C(C)=O | -3
106 | COc1cccc(C2OC(=O)c3ccccc3N2C(C)=O)c1OC(C)=O (stereo unspecified) | 6
107 | O=C(O)CCc1ccc(-c2ccccc2)n1CC(=O)O | -11&-6
108 | O=C(Nc1cc(C(F)(F)F)ccc1N1CCOCC1)c1ccc(Br)o1 | -2
109 | CCC(=O)Nc1nc(CC)c(-c2ccc([N+](=O)[O-])o2)s1 | -37
110 | Cc1cc(C)n2nc(SCn3nnc4ccccc4c3=O)nc2n1 | 10
111 | O=C(Nc1cccc(NC(=O)c2ccccc2Cl)c1)c1ccc([N+](=O)[O-])o1 | -15
112 | CSc1sc(C)cc1C1C(C(=O)Nc2cccc(C(F)(F)F)c2)=C(C)NC2=C1C(=O)CC(C)(C)C2 (stereo unspecified) | 0
113 | CCN(CC)Cc1cc(Cl)c2cccnc2c1O | -6
114 | COC(=O)c1sc2[nH]c(=S)n(CCN3CCCC3)c(=O)c2c1C | -13
115 | CN(C(=O)c1ccco1)C1CC(C)(C)N(C)C(C)(C)C1 | -3
116 | O=C(CCN1C(=O)COc2ccccc21)NCc1ccco1 | 6&-8
117 | O=C(Nc1ccc2c(c1)OCO2)C1CCCN(c2nc3ccccc3s2)C1 (stereo unspecified) | -10
118 | COC(=O)c1sc(NC(=O)COc2ccc(C)cc2)nc1C | 5
119 | Cc1ccc2cc3cc(C(=O)N4CCN(C5CCCCC5)CC4)oc3nc2c1 | 17
120 | O=C(NCCc1cnc[nH]1)c1cccn2c(=O)c3ccccc3nc12 | -3
121 | CN(C)CCN(C)Cc1ccc2c(c1)Cc1ccccc1-2 | 0
122 | Cc1nnc(NC2(C(F)(F)F)C(=O)Nc3c2c(=O)n(C)c(=O)n3C)s1 (stereo unspecified) | 4
123 | Cn1c(=O)n(C/C=C/c2ccccc2)c(=O)c2c1nc1n2CCCN1c1ccc(F)cc1 | -8
124 | CCOC(=O)c1oc2cccc(O)c2c1CN1CCOCC1 | 2
125 | Cc1cccc(C)c1NS(=O)(=O)c1ccc(NS(=O)(=O)c2ccc3c(c2)OCCO3)cc1 | -6
126 | CC1(c2ccc(Cl)cc2)CC(C)(C)N(S(=O)(=O)Cc2ccccc2)c2ccccc21 (stereo unspecified) | -1
127 | COc1ccccc1N(CC(=O)Nc1ccc(C)cc1)S(=O)(=O)c1ccc(C)cc1 | 4
128 | CCOc1cc(C2C(C(=O)N3CCOCC3)=C(C)NC3=C2C(=O)CCC3)cc([N+](=O)[O-])c1O (stereo unspecified) | -5
